Dengue-2 NS5 capping: Dengue-2 NS5 methyltransferase inhibitors, primary screen, biochemical, confirmation dose response (AID 588689); Dengue-2 NS5 methyltransferase capping enzyme assay, biochemical; higher % means a stronger effect; inhibition, % at 25 µM, or IC50 in µM where a hit was titrated; actives 0.3% (n = 340,000); in the data active = a potency from the dose series; inconclusive = inhibition above about 29% without an active follow-up result
RSV antiviral HEp-2: RSV antiviral activity via CPE protection, HEp-2 cells, primary 10 µM value included (AID 2391) | HEp-2 cells, RSV-induced CPE inhibition; higher % means a stronger effect | CPE inhibition, % at 10 µM; hits with a dose series show IC50 in µM | actives 0.13% (n = 310,000); in the data active = a potency from the dose series; inconclusive = CPE inhibition mostly from about 23% at the one dose, without a potency; inactive = the rest, 99 in 100 with CPE inhibition below about 21%; also: strong numbers were not always called active
SV40 large T antigen: SV40 large T antigen inhibitors, biochemical (AID 1903) | SV40 large T antigen ATPase/helicase inhibition assay; higher % means a stronger effect | inhibition, % at 20 µM; hits with a dose series show IC50 in µM | actives 0.39% (n = 310,000); in the data active = a potency from the dose series; inconclusive = inhibition mostly from about 32% at the one dose, without a potency; inactive = the rest, 99 in 100 with inhibition below about 32%; also: strong numbers were not always called active
MgcRacGAP inhibition: MgcRacGAP GTPase-activating activity inhibitors, confirmation, biochemical, ADP Hunter fluorescence | inhibition, % at 30 µM, or IC50 in µM where a hit was titrated | actives 0.6% (n = 340,000) | MgcRacGAP-stimulated Rac1 GTP hydrolysis, ADP Hunter fluorescence; higher % means a stronger effect; GST-tagged Rac1 F28L mutant substrate | AID 624330;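 active = first-screen hits whose inhibition reached a set limit at any dose in the follow-up dose series; inconclusive = inhibition above the set first-screen limit but never retested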;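 also: fluorescence reports GDP produced by GAP-driven GTP hydrolysis; strong numbers were not always called active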
Dengue-2 NS5 capping pilot replicate: recorded beside Dengue-2 NS5 capping, whose call it bears; inhibition, %; measured here: pilot screen replicate inhibition
Starred values were filed as active, the others as inactive; ? = inconclusive; / = no result given. The list is partial. The share of hits here may be higher or lower than overall.

SMILES | Dengue-2 NS5 capping | RSV antiviral HEp-2 | SV40 large T antigen | MgcRacGAP inhibition | others
CC[C@H]1CC2CN3CCc4c([nH]c5ccccc45)C(C(=O)OC)(C2)C13 (stereo not given in full) | / | 2.0% | / | /
NCCc1ccccn1 | / | 1.2% | 4% | /
Clc1ccc(CO/N=C(\Cn2ccnc2)c2ccc(Cl)cc2Cl)c(Cl)c1 | / | -2.7% | 12% | /
COC[C@]12CN(C)C3C4[C@H](OC)[C@H]1C3([C@@H](OC)C[C@H]2O)[C@@H]1C[C@@]2(O)[C@H](OC(=O)c3ccccc3)[C@@H]1[C@]4(OC(C)=O)[C@@H](O)[C@@H]2OC | / | 0.0% | 5% | /
CC[C@H](C)[C@@H]1O[C@@]2(C=CC1C)CC1C[C@@H](CC=C(C)C(O[C@H]3CC(OC)C(O[C@H]4CC(OC)C(O)C(C)O4)C(C)O3)C(C)C=CC=C3CO[C@@H]4C(O)C(C)=C[C@@H](C(=O)O1)[C@]34O)O2 (stereo not given in full) | / | -3.6% | 8% | /
CCCOc1ccccc1OCC(=O)N1CCN(CC(=O)N2CCOCC2)CC1 | -2% | / | / | 12%
C=C(C)C(Cc1c(OC)ccc(C(=O)/C=C/c2ccc(O)cc2)c1O)OO (stereo not given) | -21% | / | / | 8%
O=C1CC(=O)N(c2ccccc2)C(=O)N1 | -28% | / | / | 2%
COc1ccc(C(=O)CC(c2ccc(OC)c(OC)c2)c2c(O)c3ccccc3oc2=O)cc1OC (stereo not given) | 4% | / | / | 4%
Fc1ccccc1CN1Cc2ccccc2-n2nncc2C1 | 1% | / | / | 11%
CN(C)c1ccc(C=C2C(=O)NC(=S)NC2=O)cc1 | 43% | / | / | 31%
O=C(N1CCCCCC1)N1CC1 | -6% | / | / | -4%
CC12Cc3cnoc3C=C1CCC1C2CCC2(C)C1CCC2(C)O (stereo not given) | 2% | / | / | -12%
CCN(C(=O)COC(=O)C(O)(c1ccccc1)c1ccccc1)c1c(N)n(Cc2ccccc2)c(=O)[nH]c1=O | -7% | / | / | 4%
COC(=O)C1=C(c2ccc(OCc3ccccc3)cc2)C[C@@H]2CC[C@H]1N2C | -6% | / | / | 6%
COc1ccc(CN2Cc3cnnn3-c3ccccc3C2C#N)cc1 (stereo not given) | -35% | / | / | 12% | Dengue-2 NS5 capping pilot replicate=-3.1
O=c1c2ccccc2[nH]c(=S)n1-c1cccc(C(F)(F)F)c1 | 1% | / | / | 6%
O=C(CCN1CC=C(c2ccccc2)CC1)NCc1ccccc1 | 3% | / | / | 10%
CC(Cc1ccccc1)N(C)CC1C(=O)C2CCC1C2 (stereo not given) | -6% | / | / | -9%
C[C@]12CCC3C(C(=O)C[C@H]4C[C@@H](O)CC[C@]34C)C1CCC2=O (stereo not given in full) | -2% | / | / | 4%
CCOC(=O)[C@]12Cc3c(cc(OC)c(OC)c3OC)[C@H]1N(Cc1ccccc1)C(=O)c1ccccc12 | -3% | / | / | 2%
COC1=CC(=O)OC(CCc2ccc3c(c2)OCO3)C1 (stereo not given) | -15% | / | / | -3%
Cc1cc(=O)oc2cc(OCC(=O)N3CCN(Cc4ccccc4)CC3)ccc12 | -1% | / | / | 2%
C[C@]12CC[C@H](O)CC1=CC(=O)C1C2CC[C@]2(C)C(=O)CCC12 (stereo not given in full) | 5% | / | / | 5%
CC1OC(OC2CC(O)C3(CO)C4C(O)CC5(C)C(C6=CC(=O)OC6)CCC5(O)C4CCC3(O)C2)C(O)C(O)C1O (stereo not given) | -2% | / | / | 2%
CNC(=O)Oc1cccc2c1OC(C)(C)O2 | -1% | / | / | 5%
CN1CCC2(CC1)c1ccccc1-c1ccccc12 | 1% | / | / | 0%
O=C(O)C(O)(c1ccc(Cl)cc1)C1(O)CCCC1 (stereo not given) | -6% | / | / | 4%
COC(=O)C1C(O)CC2CCC1N2C (stereo not given) | -3% | / | / | 4%
C[C@@H]1CN([C@H](C)CO)C(=O)CCCn2nncc2CO[C@H]1CN(C)C(=O)Oc1ccc2ccccc2c1 | -2% | / | / | -1%
CC(CC(C#N)(c1ccccc1)c1ccccc1)N1CCOCC1 (stereo not given) | -15% | / | / | 8%
COc1cc(C2c3cc4c(cc3CC3COC(=O)C32)OCO4)cc(OC)c1OC (stereo not given) | -4% | / | / | 5%
C[C@]12CCC3C(CC[C@@H]4C[C@@H](O)CC[C@]34C)C1CC[C@@H]2O (stereo not given in full) | 2% | / | / | -2%
COC(=O)C1=C(C(=O)OC)SC2(S1)C(C(=O)OC)=C(C(=O)OC)Sc1c2ssc1=O | 24% | / | / | ?
CS(=O)(=O)c1ccc(C2=C(CNC(=O)c3cccnc3)[C@H]3CC[C@@H](C2)N3Cc2ccccc2)cc1 | -2% | / | / | 12%
NC1=NC(=O)N2CC12 (stereo not given) | 4% | / | / | 3%
COc1ccc(C(=O)O)cc1OC | -5% | / | / | -3%
CC=C(CC)C1(CCC)C(=O)NC(=S)NC1=O | 12% | / | / | 4%
O=C(c1cc(Cl)cc(Cl)c1)N1Cc2ccccc2-n2nncc2C1 | 1% | / | / | 8%
COc1ccccc1NC(=O)COC(=O)c1cc(C)n(C2CC2)c1C | -12% | / | / | 5%
N#Cc1ccccc1OCC(=O)N1CCN(CC(=O)Nc2ccc(F)cc2)CC1 | 2% | / | / | 5%
CCC1(O)CCC2C3CCC4=CC(=O)CCC4C3CCC21CC (stereo not given) | 6% | / | / | -3%
CC1=CC(O)C(O)C2(C)C1CC1OC(=O)CC3C(C)C(O)C(=O)C2C13CO (stereo not given) | 1% | / | / | 1%
c1cc2c(cc1[C@H]1OC[C@H]3[C@@H]1CO[C@H]3c1ccc3c(c1)OCO3)OCO2 | 5% | / | / | 3%
CC(Cc1ccc(O)cc1)NCC(O)c1ccc(O)c(O)c1 (stereo not given) | >100µM* | / | / | 9%
CCC(C)C1NC(=O)C(NC(=O)C(CC(C)C)N(C)C(=O)C2CCCN2C(=O)C(C)O)C(C)OC(=O)C(Cc2ccc(OC)cc2)N(C)C(=O)C2CCCN2C(=O)C(CC(C)C)NC(=O)[C@H](C)C(=O)[C@H](C(C)C)OC(=O)CC1O (stereo not given in full) | -3% | / | / | -6%
CN=C1CN(O)C(c2ccccc2)c2cc(Cl)ccc2N1 (stereo not given) | 0% | / | / | 6%
O=[N+]([O-])c1[nH]cnc1Br | -8% | / | / | -3%
O=C(c1cccnc1)N1Cc2ccccc2-n2nncc2C1 | 2% | / | / | 11%
O=C1CC23c4ccccc4N4C(=O)CC5OCC=C6CN1C2CC6C5C43 (stereo not given) | 10% | / | / | 5%

Going on with the list.
SMILES | Dengue-2 NS5 capping | RSV antiviral HEp-2 | SV40 large T antigen | MgcRacGAP inhibition | others
Cc1ccc(OC(=O)N(C)C[C@@H]2OCc3cnnn3CCCC(=O)N([C@H](C)CO)C[C@@H]2C)cc1 | 1% | / | / | 6%
C=CC1CN2CCC1CC2C(O)c1ccnc2ccccc12 (stereo not given) | -1% | / | / | 9%
c1cc2c(c(NC3=NCCCS3)c1)CCCC2 | 2% | / | / | 8%
Cc1ccc(N)cc1C | -8% | / | / | 8%
CCCC(=O)NC1=C(N2CC2)C(=O)C(NC(=O)CCC)=C(N2CC2)C1=O | 1% | / | / | -2%
CC(C)(C)C(=O)O[C@H]1CC[C@@]2(C)C(=CC(=O)C3C2CC[C@]2(C)C(=O)CCC32)C1 (stereo not given in full) | 16% | / | / | 2%
Cc1cc(N(CCCl)CCCl)ccc1C=NNC(=O)Cc1cc(=O)oc2cc(O)ccc12 | 0% | / | / | -1%
CCOP(=O)(Nc1ccc2c(c1)C(=NNC(N)=S)c1ccccc1-2)OCC | 0% | / | / | 19%
CS(=O)(=O)c1ccc(C2=C(CNC(=O)c3ccncc3)[C@H]3CC[C@@H](C2)N3CCOc2ccccc2)cc1 | 9% | / | / | 12%
CC(=O)O/C(=C1\CC2C3CC=C4CC(OC(C)=O)CCC4(C)C3CCC2(C)C1=O)C(F)(F)F (stereo not given) | 21% | / | / | 7%
CC(C)(C)C(=O)O[C@H]1CC[C@@]2(C)C(=CC(=O)C3C2CC[C@]2(C)C(=O)[C@H](O)CC32)C1 (stereo not given in full) | 5% | / | / | -3%
c1ccc2[nH]c(CCN3CCCCC3)nc2c1 | 5% | / | / | 8%
O=[N+]([O-])c1ccc(OP(=O)(O)Oc2ccc([N+](=O)[O-])cc2)cc1 | -4% | / | / | -2%
C[C@]12CCC3C(CC[C@@H]4C[C@H](O)CC[C@]34C)C1CCC2=O (stereo not given in full) | 5% | / | / | -6%
CNC(=O)CSP(=S)(OC)OC | -1% | / | / | 15%
O=C(NP(=O)(N1CC1)N1CC1)c1cc(I)ccc1I | -3% | / | / | 4%
CC(C)C(NC(=O)C(C(C)C)N(C)C)C(=O)N(C)C(C(=O)N1CCCC1C(=O)N1CCCC1C(=O)NCc1ccccc1)C(C)C (stereo not given) | -12% | / | / | -6%
COC1C(O)C(C)OC(OC2C(Oc3cccc4c(O)c5c(=O)oc6ccc(C)c7c(=O)oc(c34)c5c67)OC(C)C(O)C2O)C1O (stereo not given) | 6% | / | / | 3%
CN(C)C1CCc2[nH]c3c(F)cc(F)cc3c2C1 (stereo not given) | 8% | / | / | 7%
CCOC(=O)CC(SP1(=S)OCC2(CC=CCC2)CO1)C(=O)OCC (stereo not given) | -1% | / | / | 5%
C[C@]12CC[C@@H](O)CC1=CCC1C2CC[C@]2(C)C(=O)[C@H](F)CC12 (stereo not given in full) | -5% | / | / | -4%
C[C@]12CC[C@H](O)CC1=CCC1C2CC[C@@]2(C)C1CC[C@@H]2OCc1ccccc1 (stereo not given in full) | 12% | / | / | -3%
CCOC(=O)c1cccc(C2=C(CNC(=O)c3ccc([N+](=O)[O-])cc3)[C@H]3CC[C@@H](C2)N3Cc2ccccc2)c1 | 2% | / | / | 3%
C=CCN1CC[C@]23c4c5ccc(O)c4OC2[C@H](O)CC[C@@]3(O)[C@H]1C5 (stereo not given in full) | 1% | / | / | 0%
COP(=S)(OC)Oc1ccc(SC)c(C)c1 | 8% | / | / | 5%
CC(CCN1CC1)=NNC(=O)Nc1cccc2ccccc12 | -1% | / | / | 2%

In the list so far, 13 have four or more nitrogen atoms.
SMILES | Dengue-2 NS5 capping | RSV antiviral HEp-2 | SV40 large T antigen | MgcRacGAP inhibition | others
Fc1ccccc1CN1Cc2ccccc2-n2nncc2C1 | 1% | / | / | 11%
CCN(C(=O)COC(=O)C(O)(c1ccccc1)c1ccccc1)c1c(N)n(Cc2ccccc2)c(=O)[nH]c1=O | -7% | / | / | 4%
COc1ccc(CN2Cc3cnnn3-c3ccccc3C2C#N)cc1 (stereo not given) | -35% | / | / | 12% | Dengue-2 NS5 capping pilot replicate=-3.1
C[C@@H]1CN([C@H](C)CO)C(=O)CCCn2nncc2CO[C@H]1CN(C)C(=O)Oc1ccc2ccccc2c1 | -2% | / | / | -1%
O=C(c1cc(Cl)cc(Cl)c1)N1Cc2ccccc2-n2nncc2C1 | 1% | / | / | 8%
N#Cc1ccccc1OCC(=O)N1CCN(CC(=O)Nc2ccc(F)cc2)CC1 | 2% | / | / | 5%
CCC(C)C1NC(=O)C(NC(=O)C(CC(C)C)N(C)C(=O)C2CCCN2C(=O)C(C)O)C(C)OC(=O)C(Cc2ccc(OC)cc2)N(C)C(=O)C2CCCN2C(=O)C(CC(C)C)NC(=O)[C@H](C)C(=O)[C@H](C(C)C)OC(=O)CC1O (stereo not given in full) | -3% | / | / | -6%
O=C(c1cccnc1)N1Cc2ccccc2-n2nncc2C1 | 2% | / | / | 11%
Cc1ccc(OC(=O)N(C)C[C@@H]2OCc3cnnn3CCCC(=O)N([C@H](C)CO)C[C@@H]2C)cc1 | 1% | / | / | 6%
CCCC(=O)NC1=C(N2CC2)C(=O)C(NC(=O)CCC)=C(N2CC2)C1=O | 1% | / | / | -2%
CCOP(=O)(Nc1ccc2c(c1)C(=NNC(N)=S)c1ccccc1-2)OCC | 0% | / | / | 19%
CC(C)C(NC(=O)C(C(C)C)N(C)C)C(=O)N(C)C(C(=O)N1CCCC1C(=O)N1CCCC1C(=O)NCc1ccccc1)C(C)C (stereo not given) | -12% | / | / | -6%
CC(CCN1CC1)=NNC(=O)Nc1cccc2ccccc12 | -1% | / | / | 2%

Compound activity (PubChem BioAssay)
